Screens deposited in PubChem BioAssay by NCI.
NCI-60 one-dose screen, 48 h, at 10 µM unless noted. Numbers give growth in % (100 = growth as untreated, 0 = no growth, -100 = all killed).
NCI/ADR-RES: NCI/ADR-RES ovarian cells; actives 4.4% (n = 81,000); AID 1794790
CAKI-1: CAKI-1 renal cancer; actives 4.7% (n = 75,000)
NCI-H460: NCI-H460 lung cancer | actives 6.8% (n = 82,000) | AID 1794736
NCI-H226: NCI-H226 lung cancer. actives 3.5% (n = 79,000). AID 1794732
ACHN: ACHN renal cancer. actives 4.9% (n = 81,000)
NCI-H522: NCI-H522 lung cancer; actives 8% (n = 78,000)
NCI-H23: NCI-H23 lung cancer | actives 4% (n = 80,000) | AID 1794731
RXF 393: RXF 393 renal cancer cells; actives 6.9% (n = 77,000); AID 1794773
A498: A498 renal cancer cells; actives 5.4% (n = 76,000)
* marks the source's active call; other numbers are inactive results; / = no result given; & = joins results of further samples. The calls were made as follows: active = growth percent below 10; inactive = the rest.

cpd	Molecule	NCI/ADR-RES	CAKI-1	NCI-H460	NCI-H226	ACHN	NCI-H522	NCI-H23	RXF 393	A498
1	CC(C)(C)C(C)(C)CN	114	101	102	97	114	101	102	/	85
2	COc1ccc(N=Nc2c(N)nn3c(-c4ccc(F)cc4)ccnc23)cc1	74	94	65	88	110	87	44	106	108
3	NC(=S)c1ncn(C2OC(CO)C(O)C2O)c1N (stereo not given)	102	/	137	96	108	94	95	/	108
4	C[C@@H](NC(=O)[C@@H](CC(=O)N1CCC(N2CCCCC2)CC1)N1C(=O)[C@@H](N2C(=O)OC[C@@H]2c2ccccc2)[C@H]1/C=C/c1ccccc1)c1ccccc1	101	93	92	84	100	92	98	84	85
5	O=C(c1cc(-c2ccncc2)nc2ccccc12)N1CCCCC1	108	100	106	102	99	100	106	113	139
6	CCOC(=O)c1c(-c2ccco2)c(C#N)c(=O)n(-c2cccc(C(F)(F)F)c2)c1N	108	87	104	102	101	94	97	110	91
7	COc1cccc2cc(-c3cc4ccccc4[nH]3)/c(=N/C(=O)Nc3ccc(C)cc3)oc12	99	78	101	84	90	96	89	/	102
8	COc1ccc(-n2nnc(N)c2-c2cc(OC)c(OC)c(OC)c2)cc1	107	84	100	96	95	77	99	92	75
9	CC1(C)OC2OC(COC(=O)c3ccccc3)C(OS(C)(=O)=O)C2O1 (stereo not given)	105	95	110	103	106	97	102	111	123
10	COC(=O)c1ccc(CSc2nnc(-c3ccncc3)o2)cc1	104	90	108	102	100	86	105	122	120
11	CC(=O)Nc1ccc(N2C(=O)CSC23C(=O)Nc2ccccc23)cc1 (stereo not given)	98	94	104	96	97	75	103	103	105
12	Nc1ccc(O)c(O)c1O	106	101	110	96	103	100	103	107	83
13	O=C(CN1CCCCC1)Nc1nc2ccc([N+](=O)[O-])cc2s1	105	97	112	96	101	102	98	120	103
14	CC(C)Cn1cnc2c(=O)[nH]c(=O)[nH]c21	106	97	106	95	113	82	94	111	95
15	Cn1c(O)c(N=NC(N)=O)c2cc(Br)cc(Br)c21	95	83	65	81	62	66	84	92	70
16	O=C(Nc1ccccc1)c1ccc2c(c1)nc(-c1ccccc1)n2C1CCCCC1	95	105	113	98	98	78	91	86	112
17	C=CC[C@]1(c2ccccc2)C(=O)C(=O)N(Cc2ccc(OC)cc2OC)[C@H]1c1cccnc1	92	89	102	100	109	81	97	109	42
18	Cc1nn(-c2ccccc2)c(N2CCOCC2)c1-c1nc2ccc(C(=O)O)cc2[nH]1	101	91	107	105	104	100	107	119	103
19	C/C(=C\CCc1ccoc1)CC/C=C(\C)CCCC1=CC(=O)OC1	57	71	53	73	76	/	65	77	22
20	COc1cc2c(cc1OC)=NC(=O)/C(=C\c1sc(Nc3ccc(S(N)(=O)=O)cc3)nc1O)C=2	102	104	102	106	103	92	95	/	122
21	Cc1ccc(S(=O)(=O)/C=C\S(=O)(=O)c2ccc(C)cc2)cc1	104	111	108	95	92	63	104	102	111
22	O=C(NCc1ccccc1)/C(=C/c1ccc2c(c1)OCO2)NC(=O)c1ccccc1	96	103	105	93	107	68	95	84	87
23	N#Cc1c(Nc2ccccc2)nn2c(-c3ccc(F)cc3)c(-c3nc4ccccc4s3)c(N)nc12	109	90	108	93	106	94	99	101	/
24	C/C(=N\O)c1ccc(OCC(=O)Nc2ccc(C(=O)/C=C/c3ccc(Cl)cc3)cc2)cc1	83	/	83	94	95	91	91	106	96
25	CCc1cccc(Cl)c1	103	108	110	99	99	93	111	114	120
26	CC(C)c1ccc2occ(C=C3C(=O)N(C)C(=O)N(C)C3=O)c(=O)c2c1	120	100	104	105	101	92	116	105	/
27	CCCCN(CCCC)CCCNc1c2c(nc3ccc(Cl)cc13)CCCC2	94	/	/	100	102	80	82	109	/
28	O=c1cc(/C=N\Nc2ccccc2)[nH]c(=O)[nH]1	106	116	111	109	98	90	102	112	118
29	CNC(=O)c1cc(N2CCc3c2ccc(NC(=O)Nc2ccc(Cl)c(Cl)c2)c3F)ccn1	95	77	96	90	89	73	102	71	82
30	CNC(=O)c1cc(-n2ccc3cc(NC(=O)Nc4cccc(C(F)(F)F)c4)ccc32)ccn1	71	75	73	78	75	66	88	78	78

Laid out differently: results already given.
[17] C=CC[C@]1(c2ccccc2)C(=O)C(=O)N(Cc2ccc(OC)cc2OC)[C@H]1c1cccnc1
- NCI/ADR-RES: 92
- CAKI-1: 89
- NCI-H460: 102
- NCI-H226: 100
- ACHN: 109
- NCI-H522: 81
- NCI-H23: 97
- RXF 393: 109
- A498: 42

[18] Cc1nn(-c2ccccc2)c(N2CCOCC2)c1-c1nc2ccc(C(=O)O)cc2[nH]1
- NCI/ADR-RES: 101
- CAKI-1: 91
- NCI-H460: 107
- NCI-H226: 105
- ACHN: 104
- NCI-H522: 100
- NCI-H23: 107
- RXF 393: 119
- A498: 103

[19] C/C(=C\CCc1ccoc1)CC/C=C(\C)CCCC1=CC(=O)OC1
- NCI/ADR-RES: 57
- CAKI-1: 71
- NCI-H460: 53
- NCI-H226: 73
- ACHN: 76
- NCI-H522: /
- NCI-H23: 65
- RXF 393: 77
- A498: 22

[20] COc1cc2c(cc1OC)=NC(=O)/C(=C\c1sc(Nc3ccc(S(N)(=O)=O)cc3)nc1O)C=2
- NCI/ADR-RES: 102
- CAKI-1: 104
- NCI-H460: 102
- NCI-H226: 106
- ACHN: 103
- NCI-H522: 92
- NCI-H23: 95
- RXF 393: /
- A498: 122

More entries:
cpd	Molecule	NCI/ADR-RES	CAKI-1	NCI-H460	NCI-H226	ACHN	NCI-H522	NCI-H23	RXF 393	A498
31	CCOC(=O)N1CCc2c(sc3nc(CNc4ccc(OC)cc4)[nH]c(=O)c23)C1	90	/	93	89	101	86	86	83	95
32	CCCC(=O)Nc1ccc(Cl)c(Cl)c1	98	94	104	81	100	72	94	91	84
33	CC(C)OC(=O)Nc1ccc(-c2ccc(NC(=O)OC(C)C)cc2Cl)c(Cl)c1	95	/	91	106	93	71	88	84	99
34	Nc1ccn(-c2ccc(Br)cc2)c(=O)n1	89	87	105	128	111	89	89	137	100
35	C[C@H](c1nc2ncccc2[nH]1)C1CCC2C3CCC4=CC(=O)CC[C@]4(C)C3CC[C@@]21C (stereo not given in full)	91	85	97	88	101	83	87	99	87
36	CCN(CC)Cc1ccc(NC(C(=O)c2ccccc2)c2ccccc2)cc1 (stereo not given)	90	90	103	96	100	99	95	103	71
37	O=C(O)C1CCC2CCCC21 (stereo not given)	102	82	105	95	99	/	101	101	/
38	CCOC(=O)C(Cl)C(c1ccccc1)c1ccccc1 (stereo not given)	99	98	103	89	106	77	91	99	94
39	CN1CCN(C)c2cncc(Br)c2C1=O	98	-89*	105	/	108	94	101	105	85
40	CC(=O)NNc1nc(C)c(C(=O)NNC(=O)C(=O)Nc2ccccc2C#N)s1	106	95	100	76	91	77	95	112	82
41	COc1ccc(OC)c(C2NC(=O)N=C3C2C(N)=NN3c2ccccc2)c1 (stereo not given)	96	95	95	92	92	92	93	92	113
42	Cc1ccc[n+](C(CO)c2ccccc2)c1 (stereo not given)	106	102	101	102	108	52	108	110	86
43	Fc1ccc(-c2nc3ccccc3n3cccc23)cc1	91	88	99	93	80	112	81	104	94
44	O=C(NNS(=O)(=O)c1ccccc1)c1cc2c([nH]c3ccccc32)c(-c2cccc(O)c2)n1	87	86	68	77	71	56	78	54	54
45	O=C(Nn1c(NCC(=O)N2c3ccccc3Sc3ccccc32)nnc1-c1ccc(O)cc1)c1ccccc1	94	101	105	104	99	93	94	122	100
46	Cc1ccnc(NS(=O)(=O)c2ccc(Nc3ccnc(SCC(=O)c4ccc([N+](=O)[O-])cc4)n3)cc2)n1	109	83	107	99	101	86	99	94	112
47	CC(C)n1cc(/C=N\N=C2\C(=O)Nc3ccccc32)c2ccccc21	100	/	103	84	100	91	97	106	108
48	O=S(=O)(NCCNc1nccc(-n2ccc3cccnc32)n1)c1ccccc1	95	96	106	98	102	92	92	103	97
49	CCc1nn2c(-c3ccccc3)c(-c3cc(OC)c(OC)c(OC)c3)nc2s1	77	69	88	85	86	71	98	89	62
50	O=C1OCC(CC2=C(O)C(=O)OC2)=C1O	110&114	110&104	109&117	100&112	99&111	87&103	106&99	114&115	87&117
51	Cc1cc(Cl)ccc1N=Cc1ccc(OCc2ccccc2)cc1	96	80	105	94	89	78	102	102	101
52	CN1C(=O)C(C2Sc3ccccc3NC2=O)SC1=S (stereo not given)	91	71	166	85	86	106	76	/	123
53	Cc1ccc(S(=O)(=O)Oc2ccc3oc(=O)c4c(c3c2)CCCCC4)cc1	70	/	91	77	94	93	83	93	79
54	COc1ccc(-c2ccc(SCC(=O)Nc3ccc(S(N)(=O)=O)cc3)nn2)cc1	101	97	123	102	98	92	102	/	125
55	COc1cc(NCC(O)CN2CCC(C)CC2C)c2ncccc2c1 (stereo not given)	88	91	73	98	70	78	79	/	68
56	OCCNc1nc(Nc2ccc(C3=NN(c4cc(Cl)cc(Cl)c4)C(c4ccc(C(F)(F)F)cc4)C3)cc2)nc(N2CCOCC2)n1 (stereo not given)	68	71	46	/	57	85	76	20	82
57	COc1cc(Cn2c(SCCC(=O)Nc3cc(OC)c(OC)c(OC)c3)nc3ccccc3c2=O)cc(OC)c1OC	97	90	99	74	86	69	93	75	72
58	COC(=O)CSc1ccccc1	101	98	108	96	105	103	105	102	117
59	COc1cc(-c2nc(-c3ccccc3)[nH]c2-c2ccnc(NCCCNS(=O)(=O)c3ccc(Br)cc3)n2)ccc1F	39	54	40	40	25	47	66	49	16
60	COc1ccc2c(c1)C=C1CCCCC3=Cc4cc(OC)ccc4OC13O2	102	105	113	96	108	96	98	110	103

One compound at a time, from the list above:
CN1C(=O)C(C2Sc3ccccc3NC2=O)SC1=S (stereo not given) across the screens: NCI/ADR-RES: 91; CAKI-1: 71; NCI-H460: 166; NCI-H226: 85; ACHN: 86; NCI-H522: 106; NCI-H23: 76; RXF 393: /; A498: 123
Cc1cc(Cl)ccc1N=Cc1ccc(OCc2ccccc2)cc1 across the screens: NCI/ADR-RES: 96; CAKI-1: 80; NCI-H460: 105; NCI-H226: 94; ACHN: 89; NCI-H522: 78; NCI-H23: 102; RXF 393: 102; A498: 101

Later entries.
cpd	Molecule	NCI/ADR-RES	CAKI-1	NCI-H460	NCI-H226	ACHN	NCI-H522	NCI-H23	RXF 393	A498
61	CCOC(=O)c1cc(-c2ccc(OC)cc2)nc2ccccc12	101	66	107	103	93	92	100	97	52
62	CC[C@]12C=CCN3CC[C@@]4(c5ccc(OC)cc5N(C)[C@H]4[C@@](O)(C(=O)OC)[C@@H]1OC(=O)CCCP(=O)(c1ccccc1)c1ccccc1)[C@@H]32	96	71	94	100	99	79	95	91	90
63	O=C(Nc1ccc(Cl)c(Cl)c1)Nc1ncccc1OCc1ccc(F)cc1	90	94	108	104	113	69	85	99	86
64	CCOC(=O)c1cc(C(=O)c2ccc(Br)cc2)n2ncccc12	50	/	100	92	98	16	93	75	85
65	N#CC(C(=O)/C(=N/NC(=O)c1ccccc1O)C(C#N)c1ccccc1)c1ccccc1 (stereo not given)	45	82	24	70	31	68	55	56	31
66	COC(=O)c1ccc(Cn2cc(CSc3nc4ccccc4o3)nn2)cc1	100	84	108	107	104	90	100	117	104
67	O=S(=O)(OCCCCO)c1ccccc1	101	88	103	88	103	101	/	99	99
68	COc1cc(/C=C/C(=O)c2cc(-c3ccc(C(F)(F)F)cc3)ccc2O)cc(OC)c1OC	66	47	57	84	68	41	64	61	83
69	O=C1C(c2cccc3ccccc23)=C(c2c[nH]c3c(F)cccc23)C(=O)N1O	106	78	90	89	87	80	81	105	90
